KCNQ1 act: human KCNQ1 channel potentiation or activation; actives 0.35% (n = 310,000); CHO-K1 KCNQ1, thallium flux FluxOR fluorescence; hits give high values; AID 2648; P51787; B-score at 10 µM;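 active means fluorescence ratio B-score, a plate-corrected score, at least three library SD, with initial intensity B-score within 5 SD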
Target sequence (P51787 whole entry, looked up): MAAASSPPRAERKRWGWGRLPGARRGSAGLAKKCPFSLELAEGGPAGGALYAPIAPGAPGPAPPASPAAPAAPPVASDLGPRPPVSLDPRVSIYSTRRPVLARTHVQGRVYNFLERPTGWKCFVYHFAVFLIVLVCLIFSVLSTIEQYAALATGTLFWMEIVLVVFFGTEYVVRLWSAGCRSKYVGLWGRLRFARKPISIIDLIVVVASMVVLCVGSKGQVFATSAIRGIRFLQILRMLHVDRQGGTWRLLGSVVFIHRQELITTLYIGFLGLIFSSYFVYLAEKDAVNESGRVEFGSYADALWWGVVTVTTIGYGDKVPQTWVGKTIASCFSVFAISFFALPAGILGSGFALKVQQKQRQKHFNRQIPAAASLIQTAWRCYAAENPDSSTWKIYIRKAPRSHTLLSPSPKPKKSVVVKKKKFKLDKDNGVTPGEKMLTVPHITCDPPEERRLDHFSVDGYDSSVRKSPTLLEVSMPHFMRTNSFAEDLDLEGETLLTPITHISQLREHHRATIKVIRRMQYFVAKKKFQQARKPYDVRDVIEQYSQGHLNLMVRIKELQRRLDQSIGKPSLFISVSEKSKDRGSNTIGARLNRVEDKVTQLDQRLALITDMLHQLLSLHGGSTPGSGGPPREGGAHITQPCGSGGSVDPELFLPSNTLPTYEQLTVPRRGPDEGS
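assay system = KCNQ1-transfected CHO-K1 cells | medium = assay buffer with matched DMSO | probe or stimulus = depolarizing K+/Tl+ stimulus, K2SO4 and Tl2SO4 each 12.5 mM in 5x stock | dosing = single dose | incubation = dye 90 min, compound 20 min, room temperature | detection = kinetic FluxOR fluorescence, 10 s baseline plus 110 s post-stimulus | evaluation = ratio B score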
hERG rescue: shields human hERG channel from block by proarrhythmic agents | Q12809 | CHO-hERG, FluxOR thallium flux, dofetilide IC70 present | activation (rescue from dofetilide block), less the hit threshold, % at 10 µM | actives 0.51% (n = 310,000);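 active means activation above the mean of controls blocked by dofetilide plus 5 SD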;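 further: thallium influx through hERG after potassium depolarization seen as dye fluorescence rise; in these data hits start at about 4.7%; inactives centre near -7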
TMEM16A inh: blocks the mouse calcium-activated chloride channel TMEM16A | HEK293 TMEM16A/YFP iodide influx fluorescence, ionomycin | normalized B-score (activity score, 25-100; higher = stronger inhibition) at 10 µM | actives 1.2% (n = 310,000);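 active means ratio plate-corrected score three or more library SD toward inhibition, starting fluorescence score within five deviations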;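 further: score derived from kinetic fluorescence span divided by baseline fluorescence per well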
RGS4 block: inhibitors of human RGS4. P49798. HEK293 M3R/RGS4 inducible, Fluo-4 calcium flux; hits give high values; triggered by carbachol at its EC20. B-score at 10 µM. actives 0.45% (n = 310,000). AID 463165;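 active means B-score, a plate-corrected calcium signal, over three deviations above library mean, with baseline fluorescence within five deviations of library mean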;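 further: RGS4 expression induced by doxycycline in cells with stable M3 receptor; B-score is computed from the integrated fluorescence ratio over baseline after carbachol; higher B-score means a larger calcium signal and so more RGS4 inhibition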
ANO1 activ: activates or potentiates the mouse TMEM16A chloride channel | HEK293 TMEM16A/YFP-H148Q/I152L, iodide quench fluorescence; hits give low values | B-score at 10 µM | actives 0.3% (n = 340,000);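 active means fluorescence-ratio B-score plate-corrected deviation score at least 3 library SD below zero, with starting fluorescence score within 5 deviations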;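 further: channel opened by trigger with iodide after compound preincubation; score built on the fluorescence ratio of max minus min over baseline; more negative score means more quench and so TMEM16A activation or potentiation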
RGS4 act: RGS4 potentiation or activation; HEK293 M3R/inducible RGS4, carbachol calcium flux Fluo4; hits give low values; B-score at 10 µM; actives 0.92% (n = 310,000);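 active means B-score of the integrated calcium signal more than 4 SD below the library mean, with starting fluorescence not abnormally high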;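 further: negative B-score means reduced calcium response which marks RGS4 activation or potentiation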
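Test system: HEK293 cells with stable M3R and inducible RGS4; also added: carbachol at ECmax as muscarinic agonist stimulus; schedule: dye loading 30 min 37 °C, buffer rest 30 min RT; technique: kinetic calcium fluorescence imaging with Fluo4-AM dye, 2 µM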
MrgX1 ag: human MrgX1 receptor agonism, primary screen; Q96LB2; MrgX1-HEK293 cells, Fluo-4 calcium fluorescence, agonist mode; hits give high values; B-score at 10 µM; actives 0.44% (n = 310,000);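 active means calcium response B-score plate-corrected fluorescence ratio at least 3 library SD, with starting fluorescence B-score inside 5 SD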
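System: HEK293 cells stably expressing human MrgX1 receptor; Dosing: test compound in the initial addition of three; Schedule: overnight plating, then 30 min 37 °C plus 30 min room-temperature dye loading; Detection: kinetic calcium dye fluorescence, Fluo-4 NW; Controls: per-plate positive and negative controls for Z′ factor.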
MrgX1 allo act: allosterically activates human MrgX1 receptor signaling. MrgX1-HEK293, Fluo-4 calcium flux, FDSS; hits give high values. AID 588675. Q96LB2. B-score at 10 µM. actives 0.63% (n = 310,000);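 active means plate-corrected calcium response at least 3 library SD above typical, normal starting fluorescence, not activating the receptor alone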;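 further: compound read alongside a low EC10 to EC30 dose of BAM8-22 agonist; peak minus trough fluorescence over baseline measured at the second addition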
KCNK3 inh: human KCNK3 channel inhibition, primary screen | O14649 | CHO-KCNK3 thallium flux, FluxOR fluorescence; hits give low values | B-score at 10 µM | actives 0.84% (n = 340,000);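 active means B-score under library mean minus 4 SD, starting fluorescence ratio at most library mean plus 5 SD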;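 further: more negative B-score means stronger inhibition of thallium flux through KCNK3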
KCNQ1 inh: inhibitors of human KCNQ1 potassium channel. B-score at 10 µM. P51787. CHO-K1 KCNQ1, FluxOR thallium flux fluorescence; hits give high values. AID 2642. actives 1.3% (n = 310,000);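 active means compounds whose thallium flux B-score, printed positive for inhibition, exceeds three library SD while starting fluorescence stays within three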;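 further: channel opened by potassium depolarization with thallium stimulus after 20 min compound exposure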
KCNK9 block: blocks the human KCNK9 two-pore domain potassium channel | HEK293 KCNK9, FluxOR thallium flux fluorescence; hits give low values | AID 488922 | B-score at 10 µM | actives 1.2% (n = 310,000) | Q9NPC2;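 active means ratio B-score over 3 SD below the library mean, with starting fluorescence within 5 SD of its mean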;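 further: negative B-score means less thallium flux so channel inhibition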
Target sequence (Q9NPC2 whole entry, looked up, the tested form may be a part): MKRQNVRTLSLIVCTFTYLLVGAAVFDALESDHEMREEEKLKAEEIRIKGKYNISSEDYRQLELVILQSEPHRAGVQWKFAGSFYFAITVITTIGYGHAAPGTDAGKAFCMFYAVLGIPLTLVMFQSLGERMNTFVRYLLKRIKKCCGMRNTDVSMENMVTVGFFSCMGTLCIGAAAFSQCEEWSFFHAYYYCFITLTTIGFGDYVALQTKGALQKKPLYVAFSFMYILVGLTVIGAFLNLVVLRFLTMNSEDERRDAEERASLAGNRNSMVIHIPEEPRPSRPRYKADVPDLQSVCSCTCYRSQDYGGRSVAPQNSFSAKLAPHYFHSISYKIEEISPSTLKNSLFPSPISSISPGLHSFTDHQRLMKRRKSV
* marks the source's active call; other numbers are inactive results; i = inactive; x = not tested or not shown.

mol,KCNQ1 act,TMEM16A inh,ANO1 activ,KCNK3 inh,KCNK9 block,RGS4 block,hERG rescue,MrgX1 ag,RGS4 act,KCNQ1 inh,MrgX1 allo act
COc1cc2c(c(OC)c1OC)-c1ccc(N(C)CC(OC)OC)c(=O)cc1[C@@H](NC(C)=O)CC2,i,i,i,i,i,i,-10,i,i,i,i
O=C(Nc1ccncc1)c1cc(S(=O)(=O)N2CCN(c3ccccc3)CC2)ccc1Cl,i,i,i,i,i,i,-11,i,i,i,i
CCCCn1c(SCC(=O)N2CCOCC2)nc2c1c(=O)n(C)c(=O)n2C,i,i,i,i,i,i,-1,i,i,i,i
CCN(CC)C1CCN(C(=O)CCc2nnc(CCc3ccccc3)o2)C1 (stereo not drawn),i,i,i,i,i,i,-10,i,i,i,i
O=C(N/N=C/c1ccc2nccnc2c1)c1cccc([N+](=O)[O-])c1,i,i,i,i,i,i,-9,i,i,i,i
COc1ccc(C)cc1S(=O)(=O)N1CC(C)OC(C)C1 (stereo not drawn),i,i,i,i,i,i,-18,i,i,i,i
CCC(C)Nc1nc(N)c([N+](=O)[O-])c(Nc2ccccc2OC)n1 (stereo not drawn),i,i,i,i,-7.9*,i,-5,i,i,i,i
Cc1cccc2sc(N(CCN(C)C)C(=O)c3cc(Cl)sc3Cl)nc12,i,i,i,i,i,i,-10,i,i,i,i
NC(=O)C1=CN(Cc2ccc(Cl)cc2)CCC1C(F)(F)F (stereo not drawn),i,i,i,i,i,i,-5,i,i,i,i
CC(Sc1nncn1C)C(=O)Nc1nnc(C(C)C)s1 (stereo not drawn),i,i,i,i,i,i,-10,i,i,i,i
CCCCN(C(=O)CNC(=O)c1ccco1)C(C(=O)NC1CCCC1)c1ccc(OC)cc1 (stereo not drawn),i,i,i,i,i,i,-12,i,i,i,i
O=C1N(Cc2cccc(Cl)c2)C[C@@H]2C[C@@H](c3c[nH]c4ccccc34)N3CCC[C@@]123,i,i,-4.6*,i,i,i,-9,i,i,i,i
CCOP(=O)(OCC)/C(C#N)=C(\O)c1ccc(OC)cc1,i,i,i,i,i,i,-8,i,i,i,i
COc1c(C)cccc1C(=O)NCCCNC(=O)c1ccc(C)nc1,i,i,i,i,i,i,-3,i,i,i,i
COc1cc(C(=O)O)ccc1Cl,i,i,i,i,i,i,-11,i,i,i,i
COc1cc([N+](=O)[O-])ccc1NC(=O)NCc1ccccn1,i,i,i,i,i,i,-6,i,i,i,i
Cc1cccn2c(=O)c3cc(C(=O)NC4CCCCC4)n(C)c3nc12,i,i,i,i,i,i,-9,i,i,i,i
CSc1ccc(CN2CCC(n3nccc3NC(=O)c3ccccc3C)CC2)cc1,i,i,i,i,i,i,-15,i,i,i,i
Cc1ccc(-n2c(C)c(C)c3c(NCCCO)ncnc32)cc1,i,i,i,i,i,i,-6,i,i,i,i
O=c1oc2ccccc2c(O)c1/C=N/c1ncccn1,i,i,i,i,i,i,-9,i,i,i,i
CC(C)(C)c1ccc(C(=O)CS(=O)(=O)c2ccccc2)cc1,i,i,i,i,i,i,-5,i,i,i,i
CN(c1ccccc1)c1nc2ccsc2c(=O)s1,i,i,i,i,i,i,-1,i,i,i,i
CC1CCCN(C(=O)c2ccc3c(=O)n(Cc4ccc5c(c4)OCO5)c(=S)[nH]c3c2)C1 (stereo not drawn),i,i,i,i,i,i,-7,i,i,i,i
COc1ccc(-n2c(SCC(=O)Nc3ncc(Cl)cc3Cl)nc3ccccc32)cc1,i,i,x,x,i,i,-21,i,i,i,i
CN(Cc1ccccc1)C1=CC(=[N+]2CCCC2)CC(C)(C)C1,i,i,i,i,i,i,-23,i,i,10*,i
O=C(NCc1ccc(F)cc1)C(c1ccccc1)N(C(=O)c1csnn1)C1CCCC1 (stereo not drawn),i,i,i,i,i,i,-1,i,i,i,i
Cc1cc(C)cc(NC(=O)CSc2ccc(-c3ccco3)nn2)c1,i,i,i,i,i,i,-4,i,i,i,i
COC(=O)Cc1ccc(NC(=S)NCCO)cc1,i,i,i,i,i,i,-4,i,i,i,i
COCCNc1nc(-c2ccccc2)nc2ccccc12,i,i,i,i,i,i,-7,i,i,i,i
CCOC(=O)C1C(c2ccccc2)C(C(=O)OCC)C1c1ccccc1 (stereo not drawn),i,i,i,i,i,i,5.7*,i,i,i,i
CNc1ncc(C(=O)C(C)(C)C)s1,i,i,i,i,i,i,-5,i,i,i,i
CC(C)(C)c1cc(C(=O)Nc2ccccc2)ccn1,i,i,i,i,i,i,-6,i,i,i,i

Overlap with the part before: 2 entries, followed by the next part.
mol,KCNQ1 act,TMEM16A inh,ANO1 activ,KCNK3 inh,KCNK9 block,RGS4 block,hERG rescue,MrgX1 ag,RGS4 act,KCNQ1 inh,MrgX1 allo act
CNc1ncc(C(=O)C(C)(C)C)s1,i,i,i,i,i,i,-5,i,i,i,i
CC(C)(C)c1cc(C(=O)Nc2ccccc2)ccn1,i,i,i,i,i,i,-6,i,i,i,i
CCn1ccc(C(=O)Nc2ccc(S(=O)(=O)Nc3ccccc3OC)cc2)n1,i,i,x,x,i,i,-15,i,i,i,i
O=C(Nc1ccc2c(c1)CCC2)c1cccc(OC(F)F)c1,i,i,i,i,i,i,-11,i,i,i,i
CC(C)Oc1ccc(CN2CCC(n3nccc3NC(=O)c3cccnc3)CC2)cc1,i,i,i,i,i,i,-10,i,i,i,i
CN(C(=O)C1CCOC1)c1nnc(-c2cccnc2)s1 (stereo not drawn),i,i,i,i,i,i,-9,i,i,i,i
CC(=O)c1ccc(NC(=O)c2ccc3c(Cl)c4c(nc3c2)CCCC4)cc1,i,i,i,i,i,i,-5,i,i,i,i
CCOc1ccc(/C=C2\SC(=S)N(NS(=O)(=O)c3ccc(C)cc3)C2=O)cc1OC,i,i,i,i,i,i,-18,i,i,i,i
COCCNC(=O)c1ccccc1-c1nc(-c2ccccc2Cl)no1,i,i,i,i,i,i,-14,i,i,i,i
Cc1cc(N=NC(=O)c2ccccc2O)c2ccccc2c1O,i,i,i,i,i,i,-9,i,i,i,i
CC(C)(C)NC(=O)COC(=O)c1ccc(NC(=O)CC#N)cc1,i,i,i,i,i,i,-5,i,i,i,i
Cc1ccnc(NC(=O)Nc2ccc3c(c2)OCO3)c1,i,i,i,i,i,i,-9,i,i,i,i
COC(=O)C1C(=O)C2=C(CC1C)Nc1ccccc1NC2c1cccs1 (stereo not drawn),i,i,i,i,i,i,-4,i,i,i,i
Cc1ccccc1CSc1nnc(C)c(=O)[nH]1,i,i,i,i,i,i,-7,i,i,i,i
O=c1c2ccccc2nc(/C=C/c2ccc(Br)cc2)n1CCCO,i,i,i,i,i,i,0,i,i,i,i
Nc1ccccc1C(=O)NNC(=O)C(=O)/C=C(\O)c1ccccc1,i,i,i,i,i,i,-2,i,i,i,i
Cn1nnnc1SCC(=O)NNC(=O)c1ccc(Br)cc1,i,i,i,i,i,i,-4,i,i,i,i
COc1ccc(S(=O)(=O)N2CCC3(CC2)CC(=O)c2ccccc2O3)cc1,i,i,i,i,i,i,-4,i,i,i,i
Cc1ccc(C)c(OCC(=O)Nc2cccc(S(=O)(=O)NC3=NCCCCC3)c2)c1,i,i,i,i,i,i,-17,i,i,i,i
COc1cc(CN(C)Cc2cc(=O)oc3cc(C)c(Cl)cc23)ccc1OC(F)F,i,i,i,-10*,i,i,-8,i,i,i,i
O=C(CCCN1C(=O)C2CC=CCC2C1=O)Nc1ccccc1Cl (stereo not drawn),i,i,i,i,i,i,-7,i,i,i,i
CCc1cc(-c2nc(N)ncc2-c2csc(C)n2)c(O)cc1OC,i,i,i,i,i,i,-8,i,i,i,i
Cc1ccc(NC(=O)c2ccccc2NS(=O)(=O)c2ccc(Cl)s2)cc1,i,i,i,i,-7.5*,i,-13,i,i,i,i
C=CCn1c(SCCC)nc2sc3c(c2c1=O)CCc1ccccc1-3,i,i,i,i,i,i,-8,i,i,i,i
CSc1n[nH]c(NCc2cccs2)n1,i,i,i,i,i,i,-2,i,i,i,i
O=C(C1CCC1)N1CCC(O)(c2cccc(F)c2)CC1,i,i,i,i,i,i,-5,i,i,i,i
Nc1c(C(=O)O)sc2nc(-c3ccc(F)cc3)cc(-c3ccccc3)c12,i,i,i,i,i,i,-9,i,i,i,i
COc1cc(NC(=O)CCCNC(=O)Cn2cnc3sc4c(c3c2=O)CCCC4)cc(OC)c1OC,i,i,i,i,i,i,-5,i,i,i,i
COc1ccc(N(CC(=O)NCc2ccc3c(c2)OCO3)S(=O)(=O)c2ccccc2[N+](=O)[O-])c(OC)c1,i,i,i,i,i,i,-14,i,i,i,i
CC(=O)c1ccc(N2CCN(C(=O)c3ccco3)CC2)c(F)c1,i,i,i,i,i,i,-10,i,i,i,i
CCN(CC)c1ccc(C=Nc2ccc(N(C)C)cc2)c(O)c1,i,i,i,i,i,i,-8,i,i,i,i
Cc1cccc(-c2ncc(CN3CCC(CO)(CCCc4ccccc4)CC3)cn2)c1,i,i,i,i,i,i,-22,i,i,i,i
CC1(C)OC(C)(C)/C(=C/Nc2ccccc2)C1=O,i,i,i,i,i,i,-4,i,i,i,i
CCCCc1cc2c(c(NC(C)=O)n1)c(=O)oc1ccccc12,i,i,x,x,i,i,-5,i,i,i,i
O=C(N/N=C/c1cccnc1)c1ccc2c(c1)OCO2,i,i,i,i,i,i,-6,i,i,i,i
COc1ccc(N(C)S(=O)(=O)c2cccc3nsnc23)cc1,i,i,i,i,i,i,-5,i,i,i,i
NC(=O)CCn1nc(-c2ccc(Cl)cc2)c2ccccc2c1=O,i,i,i,i,i,i,-4,i,i,i,i

High-throughput results as filed in PubChem BioAssay.
